Compound activity (PubChem)
FBW7 activator: FBW7 E3 ligase activators, primary screen, biochemical, AlphaScreen, human. F-box/WD repeat-containing protein 7 (Homo sapiens), Q969H0. AlphaScreen FBW7–phospho-cyclin E peptide binding, activator screen. normalized activity (activation), % at 26.1 µM. hit rate 0.13% among 650,000. AID 1259310, 2017; in the data active means normalized activity above about 1.9%;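 further: purified mutant Fbw7 with reduced substrate affinity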
Target sequence (Q969H0 whole entry, looked up): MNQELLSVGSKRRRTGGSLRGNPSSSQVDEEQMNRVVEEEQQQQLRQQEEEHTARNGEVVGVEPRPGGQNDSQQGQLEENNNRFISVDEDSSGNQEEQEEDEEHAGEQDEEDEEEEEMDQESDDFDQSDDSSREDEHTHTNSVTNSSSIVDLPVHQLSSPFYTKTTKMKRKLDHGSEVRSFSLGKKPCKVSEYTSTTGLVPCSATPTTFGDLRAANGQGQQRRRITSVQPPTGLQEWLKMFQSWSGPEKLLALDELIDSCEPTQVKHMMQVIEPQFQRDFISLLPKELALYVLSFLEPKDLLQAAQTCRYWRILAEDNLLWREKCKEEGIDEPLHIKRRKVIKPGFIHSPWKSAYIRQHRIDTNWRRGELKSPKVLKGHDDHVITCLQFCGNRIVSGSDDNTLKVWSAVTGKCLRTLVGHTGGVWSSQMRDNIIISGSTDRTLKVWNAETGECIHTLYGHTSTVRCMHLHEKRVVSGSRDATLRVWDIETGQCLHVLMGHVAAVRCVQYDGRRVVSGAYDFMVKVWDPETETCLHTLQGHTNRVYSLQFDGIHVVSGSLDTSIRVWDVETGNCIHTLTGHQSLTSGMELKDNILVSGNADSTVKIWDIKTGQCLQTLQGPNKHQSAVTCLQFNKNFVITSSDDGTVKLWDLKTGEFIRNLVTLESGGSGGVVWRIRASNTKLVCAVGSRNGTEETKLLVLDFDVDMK
TEAD-YAP block: TEAD-YAP interaction inhibition, primary screen, TEAD-YAP interaction inhibitor project, luminescence, HEK-TIYL cells; TEAD-Gal4/YAP UAS-luciferase luminescence; hit rate 1.4% among 640,000; inhibition, % at 9.12 µM; in the data active means inhibition above about 32%;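 further: 0% = median of test compound wells and 100% = reference inhibitor wells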
MITF primary: MITF inhibitors, primary screen, biochemical, AlphaScreen, human; AID 1259374, 2018; inhibition, % at 2.6 µM; Microphthalmia-associated transcription factor (Homo sapiens), O75030; hit rate 0.91% among 650,000; AlphaScreen MITF homodimerization, bead proximity signal; in the data active means inhibition above about 50%;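 further: 0% = vehicle wells with protein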
GPR151 ag: activators of human GPR151, primary screen, cell-based, PathHunter beta-arrestin, luminescence. G-protein coupled receptor 151 (Homo sapiens), Q8TDV0. PathHunter beta-arrestin GPR151 cells. activation, % at 11.2 µM. hit rate 1% among 650,000; in the data active means activation above about 4.9%;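 further: 0% = median of compound wells and 100% = cells with positive control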
Active calls of the source: *.

Each structure is followed by: FBW7 activator	TEAD-YAP block	MITF primary	GPR151 ag
1	O=C(Nc1ccccc1C(F)(F)F)c1cc(S(=O)(=O)N2CCC3(CC2)OCCO3)ccc1F
  0.6	-3	6	-1.2
2	O=C(NCc1ccc(CNC(=O)C2CC2)cc1)C1CC1
  0.0	0	2	1.1
3	COc1ccc(CNCc2c(C(=O)O)c(C)n(Cc3ccccc3F)c2C)cc1
  -0.2	6	20	0.1
4	COC(=O)c1ccc(COC(=O)CCOc2ccccc2)cc1
  0.2	-46	-1	1.2
5	Cc1cc(C)nc(SCC(=O)N/N=C/c2cn(-c3ccccc3)nc2-c2cccnc2)n1
  -0.1	5	4	0.2
6	CC(NC(=O)c1cc(COc2ccccc2)on1)c1nccs1 (configuration not stated)
  -0.1	-70	3	-2.7
7	CCOc1ccccc1C(=O)Nc1ccccc1F
  0.7	1	9	-1.4
8	O=C(CSCC(=O)Nc1nc2ccccc2s1)Nc1ccccc1
  0.0	1	5	0.9
9	CCC1Oc2ccccc2N(CC(=O)NC2CCCCCCC2)C1=O (configuration not stated)
  -0.2	-7	-4	0.4
10	CCCCc1cc(=O)oc2cc(C)cc(O)c12
  0.8	7	20	-0.4
11	COC(=O)c1ccc2c(=O)n(CCc3ccc(S(N)(=O)=O)cc3)c(SCC(=O)c3ccc(Br)cc3)nc2c1
  -0.1	-6	-16	1.2
12	COc1ccc(S(=O)(=O)NCCc2cn3ccccc3n2)cc1C
  0.0	-4	-2	0.0
13	CC1=C(CCN2CCC3(CC2)CC3C(=O)N(C)Cc2cscn2)C(C)(C)CCC1 (configuration not stated)
  0.0	-10	-4	-0.6
14	Cc1ccccc1Nc1nc(N)nc(COC(=O)c2ccc(F)cc2F)n1
  0.0	-4	-10	0.9
15	COc1cc(OC)cc(C(=O)Nc2cc(-c3nc4cc(C)ccc4o3)ccc2Cl)c1
  0.0	5	0	-0.6

Part of the list above, reformatted:
#8 O=C(CSCC(=O)Nc1nc2ccccc2s1)Nc1ccccc1
#9 CCC1Oc2ccccc2N(CC(=O)NC2CCCCCCC2)C1=O (configuration not stated)
#10 CCCCc1cc(=O)oc2cc(C)cc(O)c12
#11 COC(=O)c1ccc2c(=O)n(CCc3ccc(S(N)(=O)=O)cc3)c(SCC(=O)c3ccc(Br)cc3)nc2c1
#12 COc1ccc(S(=O)(=O)NCCc2cn3ccccc3n2)cc1C
#13 CC1=C(CCN2CCC3(CC2)CC3C(=O)N(C)Cc2cscn2)C(C)(C)CCC1 (configuration not stated)
#14 Cc1ccccc1Nc1nc(N)nc(COC(=O)c2ccc(F)cc2F)n1
Assay by compound | 8 | 9 | 10 | 11 | 12 | 13 | 14
FBW7 activator | 0.0 | -0.2 | 0.8 | -0.1 | 0.0 | 0.0 | 0.0
TEAD-YAP block | 1 | -7 | 7 | -6 | -4 | -10 | -4
MITF primary | 5 | -4 | 20 | -16 | -2 | -4 | -10
GPR151 ag | 0.9 | 0.4 | -0.4 | 1.2 | 0.0 | -0.6 | 0.9

A few values from the results shown:
Under TEAD-YAP block, cpd 8 is listed with 1
Under GPR151 ag, cpd 4 is listed with 1.2
Under MITF primary, cpd 2 is listed with 2
Under TEAD-YAP block, cpd 5 is listed with 5

New compounds follow.
Each structure is followed by: FBW7 activator	TEAD-YAP block	MITF primary	GPR151 ag
16	Cc1cccc(C)c1NC(=O)CSc1nc2ccc(NC(=O)Cc3cccc4ccccc34)cc2s1
  -0.1	1	3	-0.7
17	O=[N+]([O-])c1cccc(C(Nc2ccccn2)c2ccc3cccnc3c2O)c1 (configuration not stated)
  -0.2	79*	14	-0.6
18	Cc1cc(C)cc(CN2CCc3nnc(CCNC(=O)COc4ccccc4)n3CC2)c1
  0.1	6	1	-0.3
19	COc1ccccc1OCC(=O)NCc1ccccc1C
  0.3	-6	-16	0.5
20	Cc1ccc(CNS(=O)(=O)c2ccc(F)c(C(=O)Nc3ccc(C(F)(F)F)cc3)c2)cc1
  0.5	5	13	0.5
21	CCOc1ccc2nc(NC(=O)CSc3cccc[n+]3[O-])sc2c1
  0.0	0	11	1.2
22	COc1ccc(O)c(/C=N/NC(=S)Nc2cccc(S(=O)(=O)N(C)C)c2)c1
  -1.2	10	22	-0.7
23	CCOC(=O)C(Cc1ccccc1)N1C(=O)C2CC=C(Cl)CC2C1=O (configuration not stated)
  0.0	1	14	-0.1
24	COC(=O)C1=C(C(=O)OC)SC(=C2C(=S)C(C)(C)N(C(=O)CN3C(=O)c4cccc5cccc(c45)C3=O)c3ccc(OC)cc32)S1
  0.0	2	19	0.0
25	Cc1c(Cl)c(C(F)(F)F)nn1CC(=O)NCc1ccco1
  -0.2	-3	6	0.2
26	O=C(Nc1cccc2ccccc12)C(F)(F)F
  -0.1	1	-5	-0.6
27	CCOc1ccccc1C(=O)Nc1nc2c(s1)C(=O)CC(C)(C)C2
  -0.1	4	3	-0.1
28	CC1CC(C)CN(C(=O)CSc2nnc(-c3cccc(Cl)c3)o2)C1 (configuration not stated)
  0.0	-6	1	0.5
29	COc1ccc(C(=S)N2CCCCC2)cc1
  -0.1	-20	-17	1.0
30	COc1ccccc1-c1cc(-c2ccccc2)nc(SCC(=O)Nc2ccc(Br)cc2)c1C#N
  0.6	-5	22	-2.7
31	O=C(Nc1cc(Cl)ccc1N1CCOCC1)c1cccc2nccnc12
  -0.2	14	-3	0.8
32	CCOc1cc(-c2nnc(SCC(=O)NCCC(C)C)nc2-c2ccc(OC)c(OCC)c2)ccc1OC
  -0.2	0	8	4.5
33	CCCn1ncc(C)c1NC(=O)Cn1nc2c3ccccc3nc(C)n2c1=O
  -0.1	-2	-2	-1.3
34	CCCN(C(=O)[C@H]1[C@@H]2C[C@@H]3[C@H]1C(=O)O[C@@H]3C2)c1c(C)cc(C)cc1C
  0.0	7	9	0.1
35	Cc1cc(NC(=O)c2ccccc2Cl)ccc1I
  -0.1	-84	-2	-0.9
36	CCCCNC(=O)N1CCC2(CC1)OCc1cc(F)ccc1O2
  0.2	7	15	1.3
37	O=C(N/N=C/c1ccc2c(c1)OCO2)c1cc(Br)ccc1O
  0.0	-25	2	-5.7
38	CC1=C(C(=O)Nc2ccc(Br)cc2)C(c2ccc(O)cc2)NC(=S)N1 (configuration not stated)
  0.0	16	16	-0.3
39	O=[N+]([O-])c1cccc(S(=O)(=O)Nc2nc3ccccc3n3nnnc23)c1
  0.4	-2	14	-0.4
40	CN(C)/C=C(/C#N)c1ccc(-n2cccc2)cc1
  -0.1	-20	0	-3.2
41	Nc1nc(Nc2ccc(Cl)c(Cl)c2)nc2ccccc12
  0.2	-61	17	-3.0
42	Cc1ccc(C(=O)Nc2ccccc2C(=O)N2CCC(Cc3ccccc3)CC2)cc1
  0.0	-4	-6	-0.6
43	O=C(NCCCn1ccnc1)c1ccc(Br)s1
  0.6	8	2	-0.6
44	COC(=O)c1c(NC(=O)c2cnccn2)sc2c1CCC2
  -0.1	12	10	0.4
45	CC(=O)N1CCN(c2ccc([N+](=O)[O-])c(NCc3ccccc3)c2)CC1
  0.0	-14	16	-0.5
46	CCOC(=O)C1=C(C)N=c2s/c(=C\c3ccc(OCc4cccc5ccccc45)c(OC)c3)c(=O)n2C1c1ccc(OC)cc1 (configuration not stated)
  0.1	22	-5	-0.2
47	O=C1CCCN1c1ccc(NS(=O)(=O)Cc2ccccc2)cc1
  0.0	5	8	-0.5
48	O=C(NC(=S)NNC(=O)c1ccccc1O)c1ccc(-c2ccccc2)cc1
  -0.2	-9	-1	0.7
49	N#CC1=C(N)Oc2cc(N)ccc2C1c1cccnc1 (configuration not stated)
  -0.3	3	-5	0.4
50	Cc1cc(C(F)(F)F)c(C#N)c(N)c1C#N
  0.7	4	8	1.5
51	Cc1ccc(/C=c2\sc3ncnn3c2=O)o1
  -0.1	5	61*	-0.4
52	Cc1cc(C)n(CC(O)COc2ccc3ccccc3c2)n1 (configuration not stated)
  0.0	-64	-1	2.7
53	CN(Cc1ccccc1)c1ncnc2sc3c(c12)CCCC3
  0.0	2	4	0.2
54	O=C(O)c1ccc(/C=C2/NC(=O)N(c3cccc(Cl)c3)C2=O)cc1
  0.5	0	13	-1.1
55	COC(=O)C1Cc2c([nH]c3ccccc23)C(c2ccccc2)N1 (configuration not stated)
  -0.1	1	3	1.9
56	CCOc1ccc(NC(=O)CSc2nc3ccc(Br)cc3c(=O)n2Cc2ccccc2OC)cc1
  0.1	7	11	1.9
57	O=C1CCC(CCC(=O)N2CCC(Oc3cccnc3)CC2)(Cc2ccc(Cl)cc2)N1 (configuration not stated)
  0.2	-21	5	0.4
58	O=C(Oc1ccc(OC(=O)c2cncc(Br)c2)c(Br)c1)c1cncc(Br)c1
  0.0	6	-6	0.5
59	N#CC1=C(N)SC(N)=C(C#N)C1c1ccsc1
  -0.1	6	-2	0.4
60	N/C(=N\N=C/c1ccc([N+](=O)[O-])cc1)N/N=C\c1ccc([N+](=O)[O-])cc1
  4.3*	0	-16	0.4
61	C=CSc1sc(Cl)c(N2CCCC2)c1[N+](=O)[O-]
  -0.1	2	21	1.0
62	Cc1ccccc1C(=O)NCCNc1nc2cc3c(cc2cc1C#N)OCO3
  0.1	4	-11	1.5
63	CCCCNC(=O)CSc1nc2ccccc2c(=O)n1CCc1ccccc1
  0.0	-11	11	-0.3
64	CCOC(=O)CSc1nc2cc(C(=O)NCc3ccccc3Cl)ccc2c(=O)n1C1CCCCC1
  0.1	2	3	0.5
65	Cc1cc(NCCCN2CCOCC2)nc(-c2cccc(OC(F)(F)F)c2)n1
  0.2	7	8	0.0
66	CCOc1ccc(N2C(=O)C3ON(c4ccccc4)C(c4ccc([N+](=O)[O-])cc4)C3C2=O)cc1 (configuration not stated)
  0.0	-12	5	-0.1
67	Cc1nc2c(C)cccn2c1C(=O)N1CC(C)CC(C)C1 (configuration not stated)
  -0.3	-3	-9	-0.8
68	O=C1CN(c2nc(-c3ccccc3)c3cc(Br)ccc3n2)c2ccccc2N1
  -0.1	-10	-7	1.1
69	O=C(COc1ccc(Cl)cc1)Nc1ccc(F)c([N+](=O)[O-])c1
  0.7	-6	23	-1.4
70	CC12OC3(CCCCC3)C(C)(OC13CCCCC3)O2
  0.4	4	1	0.6
71	COC(CNc1cc(-c2cccc(C(F)(F)F)c2)nc(-c2cccnc2)n1)OC
  0.0	15	8	3.9
72	Clc1ccc(C(c2ccccc2)N2CCNCC2)cc1 (configuration not stated)
  -0.2	8	14	-1.3
73	Cc1ccc2oc(=O)c3cc(C(=O)Nc4ccccc4C(N)=O)sc3c2c1
  0.0	11	0	-0.3
74	COc1ccc(OCc2cc(C(=O)N(CCO)Cc3ccccc3)no2)c(Cl)c1
  -0.1	-28	7	1.8
75	CCOC(=O)C1=C(C)NC2=C(C(=O)C(C(=O)OCC)C(c3ccccc3OC)C2)C1c1ccc(Cl)cc1Cl (configuration not stated)
  0.3	5	8	-1.4

Additional entries.
Each structure is followed by: FBW7 activator	TEAD-YAP block	MITF primary	GPR151 ag
76	Cc1cc(C(=O)OCCN=C2NS(=O)(=O)c3ccccc32)ccc1[N+](=O)[O-]
  0.4	4	16	3.0
77	NCCCNC12CC3CC(CC(C3)C1)C2
  -0.1	7	-9	-0.4
78	CC[C@H](C)[C@H](NC(=O)C1CC(Cc2ccc(F)cc2)=NO1)C(=O)OC (some centres not stated)
  -0.2	-36	12	0.5
79	O=C(NN=C1CCCC1)C(O)(c1ccccc1)c1ccccc1
  -0.1	-10	-6	-0.5
80	Nc1nc(=S)n2c(n1)oc1ccccc12
  0.2	-4	1	-0.3
81	CCOC(=O)c1c(NC(=O)CN2CCCCC2)sc(C)c1C
  0.1	-9	8	0.5
82	CCOC(=O)c1n[nH]c([N+](=O)[O-])c1Cl
  -0.1	0	1	0.5
83	COc1cccc2c1OC1(CCN(C(=O)c3cccs3)CC1)OC2
  0.5	-1	23	-0.6
84	Cc1c(NC(=O)c2ncn[nH]2)c(=O)n(-c2ccccc2)n1C
  -0.1	4	9	1.6
85	CCOC(=O)N1CCN(S(=O)(=O)c2cccc3ccc(C)nc23)CC1
  0.6	-4	25	-0.4
86	CC(NC(=O)c1ccco1)c1nnc2n1CCN(Cc1cccc3cccnc13)CC2 (configuration not stated)
  -0.1	3	-14	3.0
87	CC(C)CC1NC(=O)CNC1=O (configuration not stated)
  0.3	0	10	0.5
88	Fc1ccc(-c2nc(-c3ccc4c(c3)sc3ccccc34)c(-c3ccccc3)[nH]2)cc1
  -0.2	-1	13	2.7
89	CCN1CCN(CC(O)COc2c(C)cc(C)cc2C)CC1 (configuration not stated)
  0.0	-3	-13	-0.7
90	O=C(CSc1nccc(=O)[nH]1)NC1CCCCCC1
  0.4	14	5	0.0

An unsorted share of the library; 3.5% or so of the library scored in one or more.
